Compound activity as filed in PubChem BioAssay.
miR-122 sensor = miR-122 Renilla sensor signal increase in Huh7, primary screen, miR-122 inhibitor project, cell-based, single point, plate reader; activation (reporter increase), % at 12.5 µM; hit rate 0.3% among 340,000; Huh7 miR-122 Renilla luciferase sensor, 48 h; neutral wells = 0, positive control = 100; AID 602342, 2012;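 active means mean replicate activation score at least 90 and every replicate individually at or above 90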;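 further: higher luciferase means less miR-122 activity so hits act as miR-122 inhibitors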
CFTR F508del cor = F508del CFTR correction, initial screen, CFBE line, single point. CFBE cells, YFP halide quenching; stimulated with forskolin plus potentiator P3; % fluorescence drop versus neutral controls. activity (quench increase), % at 7.58 µM. hit rate 0.36% among 350,000;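 active means mean added fluorescence quench of at least 8% versus neutral control, with both replicates also reaching 8%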;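 further: cells transiently co-express mutant CFTR-F508del with the halide-sensitive YFP; corrector assay measuring rescue of mutant channel to the surface after 24 h compound exposure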
Cneo AK release = Cryptococcus neoformans cell lysis inducers, primary screen, AK release luminescence, single concentration; C. neoformans lysis, adenylate kinase release luminescence, 4 h; normalised: neutral wells 0, clomiphene wells 100; hit rate 0.2% among 360,000; lysis activity, % at 15 µM; AID 651654, 2012;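 active means mean lysis activity across replicates of at least 80%, whatever share of replicates individually reach that level; inactive means mean lysis activity below 80%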
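read-out = cell lysis signal | test system = log-phase Cryptococcus neoformans yeast cells | input = cells at 5 × 10^6 per mL | medium = fresh YPD growth medium | signal = luminescent adenylate kinase detection reagent | timing = 4 h at 37 °C static, read 1 h later | dosing = single dose | controls = Clomiphene as positive lysis control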
PglD inh = C. jejuni PglD acetyltransferase inhibitors, primary screen, biochemical, DTNB colorimetric, single point; AID 602405, 2012; inhibition, % at 12.5 µM; UDP-N-acetylbacillosamine N-acetyltransferase PglD (Campylobacter jejuni); hit rate 0.098% among 360,000; purified PglD enzyme, DTNB colorimetric CoA detection; in the data active means inhibition above about 16%, passing the limit was not always enough; further: strong numbers were not always called active
FN deposition inh = inhibitors of fibronectin matrix deposition, primary screen, AH1F cells, Alexa488-fibronectin fluorescence, plate reader; AH1F fibroblasts, overnight; inhibition, % at 12.6 µM; hit rate 0.086% among 350,000;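 active means mean inhibition across replicates of 30% or more, regardless of how many single replicates reach that level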;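 further: positive control wells lacked labelled fibronectin entirely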
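Test system: AH1F fibroblast monolayer depositing Alexa488-labelled fibronectin into matrix. Input: 10000 cells per well. Technique: fluorescence, ex 485 nm, em 525 nm. Buffer or medium: DMEM plus 2% serum, read in PBS. Timing: 1 h cell adhesion before compound, then overnight fibronectin incubation. Compound: single dose, pinned. Read-out basis: inhibition from reduced deposited-fibronectin fluorescence.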
PGC1a acetyl inh = inhibitors of PGC1a acetylation signal, primary screen, cell-based, U2OS, AlphaScreen, inhibitor mode; AlphaScreen anti-acetyl-lysine; with virally co-expressed GCN5 acetyltransferase; inhibition, % at 15.6 µM; hit rate 0.17% among 350,000; AID 651687, 2012;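 active means every replicate shows inhibition of at least 40%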;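 further: 0% = neutral control wells and 100% = positive control wells; some results beyond the cut were filed as inactive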
C2C12 statin = suppressors of statin myotoxicity in C2C12 myotubes, primary screen, cell-based, single point, plate reader; C2C12 myotubes + simvastatin, ATP luminescence, 48 h; scaled: DMSO 0, geranylgeraniol control 100; rescue of ATP level, % at 7.49 µM; hit rate 0.78% among 330,000;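 active means mean ATP rescue above about 67%, or every replicate alone reaching that limit, limit read from the data, passing the limit was not always enough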;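 further: myotubes were challenged with 10 µM simvastatin during compound exposure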
GSIS activator = GLuc luminescence reporter in INS-1E cells, primary screen for activators of glucose-dependent secretion of insulin | activation, % at 16.6 µM | hit rate 0.61% among 370,000 | INS-1E GLuc reporter insulin secretion, 2-3 h;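 active means lowest replicate activation of at least 40%, so every replicate reaches that level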;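 further: 0% = median of neutral control wells and 100% = median of IBMX positive control wells; some compounds called inactive have numbers as strong as hits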
Active calls of the source: *; nt = not tested or not shown; & = joins results of further samples; [ ] = dose if it differs, or a comment.

compound,miR-122 sensor,CFTR F508del cor,PglD inh,GSIS activator,FN deposition inh,PGC1a acetyl inh,C2C12 statin,Cneo AK release
Cc1noc(C)c1NC(=O)N(C)C[C@H]1Oc2ccc(NS(=O)(=O)c3cn(C)cn3)cc2C(=O)N([C@@H](C)CO)C[C@@H]1C,-2.4[16.7 µM],-3.1,6.3,5.0,nt,-7.6,-8.0,-0.5
COc1ccc(C(=O)N=C2SC3CS(=O)(=O)CC3N2c2ccc(N(C)C)cc2)cc1OC (stereo not drawn),-5.0,-6.8,2.4,7.3,10.3,10.0,-2.4,0.8
COc1ccccc1C(=O)NCC(=O)OC(C)C(=O)N1CCOCC1 (stereo not drawn),-6.5,1.5,nt,4.8,-3.5,nt,1.0,nt
NC(=O)CSc1nnc(COc2cccc3ccccc23)o1,-5.4,-1.2,5.5,3.3,4.5,10.1,0.6,3.2
COc1ccccc1-c1csc(C(O)(c2ccccc2)C(F)(F)F)n1 (stereo not drawn),4.4,-1.4,3.9,-27.9,3.0,nt,7.9,-0.5
CCOC(=O)c1ccccc1OC(=O)NNc1ccccc1,2.3,0.7,-0.6,1.0,11.3,18.8,13.1,-0.2
O=C1CCCN1CCC(=O)N1CCCC(N2CCN(c3ccccc3F)CC2)C1 (stereo not drawn),-7.6,-2.2,4.4,7.9,3.6,-5.0,-2.4,1.3
CCCCCC(=O)N1C[C@H](O)[C@@H](n2cc(C3CC3)nn2)C[C@@H]1c1ccc(C)cc1,1.3,0.0,-3.5,-9.7,-1.6,-5.2,-2.7,0.3
Cc1cc(Nc2ccccc2N2CCOCC2)n2ncnc2n1,-0.9,nt,0.1,nt,-15.2,-23.0,5.4,1.1
Cn1c2ccccc2c2nnc(SCCN3CCOCC3)nc21,0.9,2.5,-3.8,19.0,3.5,-9.5,-4.9,-0.8
COCC(=O)Nc1ccc2c(c1)C(=O)N(C)[C@@H]1CC[C@H](CC(=O)NCc3ccccc3F)O[C@@H]1CO2,-25.0[16.7 µM],-1.4,-1.4,1.9,-12.2,-5.1,-2.6,-0.1
O=C1c2cccc(Cl)c2C(=O)N1c1ccccn1,-3.4,0.8,-2.2,nt,-4.2,-2.5,nt,-0.7

The list goes on.
compound,miR-122 sensor,CFTR F508del cor,PglD inh,GSIS activator,FN deposition inh,PGC1a acetyl inh,C2C12 statin,Cneo AK release
CCN(C(=O)c1coc(=O)c(Br)c1)c1ccc2c(c1)OCO2,nt,nt,5.8,nt,nt,-1.2,15.0,0.6
COc1ccc(NC(=O)N(C)C[C@@H]2Oc3ncc(C4=CCCC4)cc3C(=O)N([C@H](C)CO)C[C@H]2C)cc1,5.1[16.7 µM],0.0,-2.1,-20.2,2.4,-1.7,nt,1.9
O=C(CSc1nnc(NC(=O)c2cccc(Br)c2)s1)NCC1CCCO1 (stereo not drawn),nt,2.6,1.8,17.1,1.9,nt,-2.3,1.2
Cc1ccc(NC(=O)C2CCCN(c3ncnc4c3nc3n4CCCCC3)C2)nc1 (stereo not drawn),-7.8,1.3,-3.8,0.4,3.2,-9.5,17.1,1.1
COc1ccc(C(c2nnnn2Cc2cccs2)N2CCN(c3ccccc3F)CC2)cc1OC (stereo not drawn),54.0,nt,1.8,-20.7,nt,2.4,nt,1.0
CCCCN(C(=O)Cc1cccc(F)c1)c1c(N)n(CCC)c(=O)[nH]c1=O,1.6,-1.8,nt,9.9,-0.2,0.8,nt,nt
NCCCC[C@H]1CN=C(N)N1CCCCC1CCCCC1,-2.3,0.7,1.4,11.0,4.4,7.5,-6.6,0.6
CC=Cc1ccc2n(c1=O)C[C@@H]1[C@@H](CO)[C@H](C(=O)N[C@H](C)c3ccccc3)N(C)[C@H]21 (mixture of isomers),14.3[16.7 µM],0.5,-4.8,18.9,nt,1.0,2.7,0.3
CC1(C(=O)N2Cc3ccccc3C2)CCN1C(=O)Cc1ccccc1 (stereo not drawn),3.2,1.1,-6.0,0.4,-5.8,-3.0,7.7,1.3
CN1CC(COCc2ccccc2)Oc2ccccc2S1(=O)=O (stereo not drawn),-4.3,4.7,-3.0,16.0,-8.2,0.6,20.8,7.8
CCc1ccc2c(CN3CCc4cc(OC)c(OC)cc4C3)cc(=O)oc2c1,13.7,nt,2.2,-22.5,1.0,-6.4,5.7,-1.0
CC1CN(C(=O)CN2C(=O)NC3(CCCCCC3)C2=O)CC(C)O1 (stereo not drawn),1.9,nt,6.3,nt,-1.1,-3.1,-14.6,6.5

Going on with the list.
compound,miR-122 sensor,CFTR F508del cor,PglD inh,GSIS activator,FN deposition inh,PGC1a acetyl inh,C2C12 statin,Cneo AK release
Cc1noc(C)c1NC(=O)N(C)C[C@H]1OCCCC[C@H](C)Oc2ccc(N(C)C)cc2C(=O)N([C@H](C)CO)C[C@@H]1C,-6.6[16.7 µM],0.4,0.0,17.1,nt,4.0,3.5,-3.4
Cc1ccc(C(=O)OCC(=O)NC2CCCCC2)o1,-9.5,1.1,6.3,14.7,0.6,nt,13.1,4.3
O=C1c2ccccc2C(=O)c2c1ccc(C(=O)N1CCCCC1)c2NCCO,14.9,nt,0.5,nt,nt,-1.7,-14.8,-1.8
CCN1CCN(C(=O)NC(c2ccc(C)c(F)c2)C(Cl)Cl)CC1 (stereo not drawn),2.0,3.4,nt,-17.4,8.7,-8.6,nt,0.8
CC1CCCN(C(=O)COC(=O)Cc2c[nH]c3ccccc23)C1 (stereo not drawn),nt,-1.4,-1.0,14.0,4.5,nt,2.7,-0.3
CCOC(=O)C1(Cc2ccccc2)CCN(Cc2cnn(CC)c2)CC1,nt,nt,2.3,-10.3,3.2,nt,nt,3.3
COc1c(C=O)c(CCN(C)C(=O)c2ccc(F)cc2)cc2c1OCO2,6.1,-4.8,-6.7,nt,2.7,10.8,nt,5.3
CC1CCCCC12NC(=O)N(CC(=O)c1ccc(Cl)s1)C2=O (stereo not drawn),2.4,-2.5,9.3,3.2,-5.8,2.7,1.8,1.0
Cc1ccccc1OCC(=O)Nc1ccc([N+](=O)[O-])cc1,nt,0.4,nt,-4.3,-5.3,nt,4.3,0.4
C[C@H]1CN([C@@H](C)CO)S(=O)(=O)c2ccc(C3=CCCC3)cc2O[C@H]1CN(C)Cc1ccccn1,27.1[16.7 µM],2.5,0.7,3.6,4.4,-5.2,-2.3,-4.0
CN1CCN(C(=O)c2ccc3c(=O)n(-c4ccc(F)cc4)c(=S)[nH]c3c2)CC1,-0.8,1.0,-95.4,10.4,-1.1,-1.8,-6.5,-4.3
COc1ccc2c3c(n(C)c2c1)[C@H](CO)N(C(=O)NC(C)C)CC31CCN(Cc2nccs2)CC1,nt,0.4,nt,3.3,-5.6,-5.5,nt,nt

Continuation.
compound,miR-122 sensor,CFTR F508del cor,PglD inh,GSIS activator,FN deposition inh,PGC1a acetyl inh,C2C12 statin,Cneo AK release
O=C(N/N=C/C=C/c1ccccc1)NC1CCCCC1,nt,-2.9,nt,-58.1,-7.3,-8.0,nt,nt
O=C(Nc1ccccc1C(=O)N1CCOCC1)C1CC(=O)N(c2ccc(F)cc2)C1 (stereo not drawn),-1.9,0.4,-11.7,11.9,2.0,-4.6,-3.4,-0.2
Cc1ccc2nc(SCC(=O)Nc3cc(C(F)(F)F)ccc3N3CCOCC3)[nH]c2c1,4.6,nt,11.4,nt,nt,-6.7,-82.3,3.4
CCC(=O)N1[C@@H]2Cn3c(cccc3=O)[C@H]1[C@@H](C(=O)N1CCCCC1)[C@@H]2CO,-2.3[16.7 µM],1.4,2.7,5.4,nt,-3.0,-207.2,-1.0
CCCNC(=O)c1cc(SC)ccc1Cl,5.2,nt,-3.4,30.6,7.1,-4.5,-16.2,0.7
O=C(C[C@H]1CC[C@H](NC(=O)Cc2cccnc2)[C@H](CO)O1)Nc1ccc(-c2ccccc2)cc1,5.3[16.7 µM],4.5,7.9,4.2,-3.9,-2.9,-6.4,10.9
CCc1nnc(NC(=O)CSc2nnc(Cc3ccccc3)o2)s1,nt,nt,-1.5,2.9,-3.8,-5.5,-8.4,-0.2
Clc1ccc(C2CC(c3ccco3)n3ncnc3N2)cc1Cl (stereo not drawn),2.8,nt,-5.5,11.3,5.7,1.9,10.5,0.3
CCc1nc2ccc(C(=O)NCCOc3ccc(OC)cc3)cn2c1N(CC)CCN(C)C,2.7,1.4,-0.1,-14.4,-2.4,nt,-7.2,-0.6
Cc1nnc(SCC(=O)Nc2cc(S(C)(=O)=O)ccc2Cl)n1Cc1ccccc1,-3.3,1.9,-0.5,11.0,-4.4,-8.3,-5.7,2.5
CCCCC1(C(=O)OCC)CC(CSC(=N)N)OC1=O (stereo not drawn),nt,-0.1,nt,-1.9,1.6,4.0,nt,nt
CCc1ccc2nc(N(CCN(C)C)C(=O)c3ccc4ccccc4c3)sc2c1,-4.4,nt,-3.9,nt,nt,17.7,0.9,0.3

Some values from the list.
`Clc1ccc(C2CC(c3ccco3)n3ncnc3N2)cc1Cl` (stereo not drawn) @ C2C12 statin: 10.5
`Cc1nnc(SCC(=O)Nc2cc(S(C)(=O)=O)ccc2Cl)n1Cc1ccccc1` @ miR-122 sensor: -3.3
`CCc1ccc2nc(N(CCN(C)C)C(=O)c3ccc4ccccc4c3)sc2c1` @ Cneo AK release: 0.3
`CCCNC(=O)c1cc(SC)ccc1Cl` @ Cneo AK release: 0.7

Random excerpt: 2 records from the list.
compound,miR-122 sensor,CFTR F508del cor,PglD inh,GSIS activator,FN deposition inh,PGC1a acetyl inh,C2C12 statin,Cneo AK release
COc1ccccc1-c1csc(C(O)(c2ccccc2)C(F)(F)F)n1 (stereo not drawn),4.4,-1.4,3.9,-27.9,3.0,nt,7.9,-0.5
Cc1cc(Nc2ccccc2N2CCOCC2)n2ncnc2n1,-0.9,nt,0.1,nt,-15.2,-23.0,5.4,1.1

Next section
compound,miR-122 sensor,CFTR F508del cor,PglD inh,GSIS activator,FN deposition inh,PGC1a acetyl inh,C2C12 statin,Cneo AK release
C=CCOC(=O)C1=C[C@H](c2coc3ccccc3c2=O)C[C@H](OCCCCO)O1,-3.0,-1.3&-4.2,-4.9&3.0,-7.2,0.2,3.6&-1.7,2.2,5.6&1.3
Cc1ccc(CCNC(=O)CN2C(=O)COc3ccc(S(=O)(=O)N4CCCCC4)cc32)cc1,3.0,-1.4,-3.2,-36.3,-7.4,-7.8,46.5,16.7
CCn1cc(C(=O)OCC(=O)c2ccc(Cl)cc2)c(=O)c2ccc(C)nc21,-2.9,-2.4,-5.2,-0.6,0.8,6.4,1.0,-2.9
O=C(CSc1nc(-c2ccccc2)c(-c2ccccc2)[nH]1)N1CCN(S(=O)(=O)c2ccccc2)CC1,-5.7,nt,-3.6,nt,-13.3,1.3,-18.0,1.8
O=C(Nc1ccc(Oc2ccccc2)nc1)C1CCCCN1Cc1ccco1 (stereo not drawn),45.4,-0.9,4.5,-19.0,nt,-1.6,nt,-4.5
CCC(C)NS(=O)(=O)c1ccc(S(=O)(=O)N(CCc2ccc(OC)c(OC)c2)Cc2cccs2)cc1 (stereo not drawn),26.9,nt,nt,3.7,4.6,nt,-8.0,nt
O=C1c2ccccc2N(Cc2ccc(Cl)cc2)C2=NCCN12,-2.3,3.4,7.0,20.9,-11.6,5.9,13.4,-0.8
